Screening data as filed in PubChem BioAssay.
MgcRacGAP inhibition: MgcRacGAP GTPase-activating activity inhibitors, confirmation, biochemical, ADP Hunter fluorescence; inhibition, % at 30 µM; hits with a dose series show IC50 in µM; MgcRacGAP-stimulated Rac1 GTP hydrolysis, ADP Hunter fluorescence; higher % means a stronger effect; GST-tagged Rac1 F28L mutant substrate; actives 0.6% (n = 340,000);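 active = first-screen hits whose inhibition reached a set limit at any dose in the follow-up dose series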;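 note: fluorescence reports GDP produced by GAP-driven GTP hydrolysis; strong numbers were not always called active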
Salmonella PhoP GFP: PhoP-dependent GFP reporter repression – Salmonella Typhimurium, primary screen (AID 1863) | S. Typhimurium PhoP-regulated promoter GFP reporter, 4 h; higher % means a stronger effect | one-dose inhibition, % at 50 µM; IC50 in µM for titrated hits | actives 0.16% (n = 300,000);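 active = inhibition over 29.93%, a cutoff 3 SD above the screen mean, later confirmed by dose response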;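 note: 0% = low Mg2+ inducing control and 100% = high Mg2+ repressing control; strong numbers were not always called active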
GPR35 arrestin U2OS: inhibition of zaprinast-stimulated GPR35 beta-arrestin translocation – imaging, U2OS, beta-arrestin-GFP, zaprinast agonist, primary screen (AID 2058); inhibition, % at 10 µM, or IC50 in µM where a hit was titrated; U2OS GPR35 beta-arrestin-GFP translocation imaging, zaprinast antagonism; higher % means a stronger effect; actives 0.052% (n = 290,000);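 active = inhibition of at least 50% with at least 30 cells and total cytoplasm GFP at most 10,000,000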
LYP phosphatase: PTPN22 lymphoid phosphatase activity blockers – biochemical, fluorescence intensity, uHTS (AID 1779); recombinant LYP phosphatase, fluorescence intensity; higher % means a stronger effect; inhibition, % at 11.5 µM; hits with a dose series show IC50 in µM; actives 0.054% (n = 290,000); in the data active = inhibition above about 50%;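 note: plate controls were vehicle with enzyme for no effect and no enzyme for full effect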
GPR55 LPI antagonism: inhibition of LPI-stimulated GPR55 beta-arrestin translocation – imaging, U2OS, beta-arrestin-GFP, LPI agonist, primary screen (AID 2013); U2OS GPR55 beta-arrestin-GFP translocation imaging, LPI antagonism; higher % means a stronger effect; one-dose inhibition, % at 10 µM; IC50 in µM for titrated hits; actives 0.13% (n = 290,000);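 active = spots per cell inhibited over 60%, with over 100 cells counted and total cytoplasm intensity under 500,000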;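 note: U2OS cells stably carrying GPR55 and arrestin-GFP stimulated by 5 µM LPI near EC80; imaged beta-arrestin-GFP aggregate spots per cell after agonist stimulation; plate controls were LPI-stimulated DMSO wells for no effect and DMSO wells without LPI for full effect; some results filed as inactive read as strong as hits; confirmed hits need IC50 under 10 µM and bright autofluorescent wells are also inconclusive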
NTR1 agonist: agonists of NTR1, primary screen, imaging, U2OS cells, beta-arrestin-GFP, high content (AID 493036). NTR1-U2OS beta-arrestin-GFP spot imaging, agonist mode. actives 0.17% (n = 330,000). activation, % at 20 µM. P30989;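 active = activation at or above 40% of the spot to cytoplasm intensity ratio, with at least 20 cells analyzed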;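 note: 0% = DMSO without peptide and 100% = 100 nM NTR1 peptide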
Target sequence (P30989 whole entry, looked up): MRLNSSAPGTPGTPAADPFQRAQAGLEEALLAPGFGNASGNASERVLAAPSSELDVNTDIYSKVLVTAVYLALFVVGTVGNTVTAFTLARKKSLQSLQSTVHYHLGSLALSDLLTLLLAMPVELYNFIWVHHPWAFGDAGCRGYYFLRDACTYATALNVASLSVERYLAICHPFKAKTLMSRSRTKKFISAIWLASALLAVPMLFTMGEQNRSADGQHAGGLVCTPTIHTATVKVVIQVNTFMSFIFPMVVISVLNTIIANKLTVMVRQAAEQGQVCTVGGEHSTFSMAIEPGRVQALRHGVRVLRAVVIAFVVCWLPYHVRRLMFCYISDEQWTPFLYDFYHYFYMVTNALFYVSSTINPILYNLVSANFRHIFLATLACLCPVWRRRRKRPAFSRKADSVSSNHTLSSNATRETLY
Myeloid diff 2: myeloid differentiation induction | actives 1% (n = 360,000) | ER-HoxA9 myeloid progenitors, lysozyme-GFP differentiation, flow cytometry | calls only at 10 µM | AID 624256;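 active = normalized GFP-positive differentiation at or above the plate's own cutoff, the solvent-only control mean plus 3 SD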;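 note: cells exposed to compound for four days before flow analysis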
HIV peptide binding: inhibitors of HIV fusion peptide binding, primary screen, biochemical, uHTS, fluorescence dequenching (AID 1986); cell-free peptide binding, fluorescence dequenching, 30 min; higher % means a stronger effect; actives 0.3% (n = 290,000); inhibition, % at 20 µM, or IC50 in µM where a hit was titrated; in the data active = inhibition mostly above about 52%, no sharp cut-off; inactive = mostly below about 76%; note: some results filed as inactive read as strong as hits
SIAH1 antagonists: blockers of Siah-1 interaction with plectin peptide – biochemical, fluorescence polarization, rhodamine-plectin, uHTS, primary screen (AID 1817); Siah-1 / rhodamine-plectin peptide fluorescence polarization; higher % means a stronger effect; displacement, % at 20 µM; hits with a dose series show IC50 in µM; actives 0.02% (n = 290,000);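 active = displacement of at least 50% at 20 µM, with a fluorescence ratio check between 0.3 and a set limit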;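 note: plate controls were Siah plus tracer with DMSO for no effect and tracer alone without Siah for full effect; strong numbers were not always called active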
NTR1 agonist cell count 20 µM: recorded beside NTR1 agonist, whose call it bears; cell count; measured here: cell count, cytotoxicity flag
Myeloid diff 2 GFP+ MAC1+ %: recorded beside Myeloid diff 2, whose call it bears; GFP+ MAC1+ double positive, %; measured here: differentiation confirmed by MAC1 staining
Active calls of the source: *; i = inactive; x = no result given.

SMILES	MgcRacGAP inhibition	Salmonella PhoP GFP	GPR35 arrestin U2OS	LYP phosphatase	GPR55 LPI antagonism	NTR1 agonist	NTR1 agonist cell count 20 µM	Myeloid diff 2	Myeloid diff 2 GFP+ MAC1+ %	HIV peptide binding	SIAH1 antagonists
CCOc1ccc(N2CC(NC(=O)c3ccc4ccccc4c3)CC2=O)cc1 (configuration not stated)	5.2%	-4.7%	x	x	x	0.5	64	i	1.2	x	x
Cc1cccc(OCC(=O)N/N=C/c2cccn2C)c1	7.7%	-2.3%	-6.6%	-4.5%	-3.1%	2.3	43	i	0.5	-0.7%	-2.6%
CN(C)C(=O)C1CC(=O)OC12CCCCC2 (configuration not stated)	-5.8%	0.4%	-7.5%	-12.6%	-7.6%	1.2	50	i	1.0	-1.0%	-2.1%
Cc1ccc([N+](=O)[O-])cc1NC(=O)c1ccc(C(C)(C)C)cc1	-3.4%	-8.2%	5.4%	1.7%	4.0%	-0.7	31	i	12.1	-0.2%	0.9%
CC1CCCC(C)N1C(=O)COC(=O)C(Cc1ccccc1)NC(=O)c1cccs1 (configuration not stated)	3.4%	16.0%	9.5%	-8.1%	-7.4%	0.4	51	i	0.5	-3.2%	-0.5%
O=C(CN(C(=O)c1cc2c(s1)CCC2)C1CCCC1)NCc1cccs1	4.5%	10.2%	19.9%	-5.5%	22.5%	0.6	48	i	10.6	-2.8%	2.8%
Cc1cc(S(=O)(=O)Nc2cccnc2)c(C)s1	1.2%	-0.8%	12.5%	9.4%	7.6%	-0.6	65	i	0.0	-2.9%	2.9%
O=C(COC(=O)c1ccc([N+](=O)[O-])cc1Cl)NC(=O)c1ccccc1	-5.3%	-3.8%	x	x	x	-0.1	60	i	0.8	x	x
CCOC(=O)CCc1c(C)c2ccc(OCc3cc([N+](=O)[O-])ccc3OC)c(C)c2oc1=O	x	-8.4%	21.8%	-9.1%	-2.2%	1.1	54	x	x	-2.0%	4.7%
Cc1ccc2c(c1)c1c3n2CCN(CC#N)C3CCC1 (configuration not stated)	8.8%	-6.3%	6.9%	-9.6%	5.8%	1.0	56	i	0.3	0.7%	5.4%
Cc1cc(C)cc(NC(=O)c2ccccc2CC[N+](=O)[O-])c1	3.4%	-9.4%	8.1%	-9.1%	9.1%	0.0	63	i	0.8	-1.3%	-0.5%
NC(=O)CC(NC(=O)c1ccccc1)c1ccc(N2CCCCCC2)c([N+](=O)[O-])c1 (configuration not stated)	6.8%	13.8%	-0.6%	-2.2%	-9.6%	-4.6	86	i	0.8	-3.3%	1.7%
CCCn1nnnc1SCC(=O)N1C(C)CCCC1C (configuration not stated)	7.4%	-3.2%	-7.2%	-2.2%	5.1%	2.4	50	i	0.8	0.3%	-4.7%
CCOc1ccc(NC(=O)NCc2ccco2)cc1	5.1%	5.9%	2.0%	-4.9%	4.4%	-1.2	81	i	0.2	1.6%	1.7%
O=C(COc1ccc2oc3c(c2c1)CCCC3)Nc1ccccn1	4.1%	-6.2%	-13.2%	3.8%	-1.3%	5.2	43	i	0.4	-0.2%	6.7%
CCOC(=O)c1nc(NCc2ccccc2)sc1C	13.3%	-7.2%	-6.2%	-8.4%	-10.2%	-1.0	45	i	1.4	-0.9%	3.9%
Cc1ccccc1NC(=O)Cc1nc(COC(=O)c2cc(Cl)ccc2O)cs1	2.1%	-3.7%	-4.5%	-5.4%	7.1%	3.4	62	i	1.4	2.4%	8.5%
CCN(CC)CCNC(=S)Nc1ccc2nc(N3CCOCC3)cc(C)c2c1	-3.5%	8.3%	4.1%	-4.9%	16.9%	-2.1	86	i	0.5	0.9%	-1.1%
Fc1ccc(-c2cc(-c3nnc4n3CCCCC4)c3ccccc3n2)cc1	2.0%	3.2%	9.2%	-2.1%	2.8%	1.3	79	i	0.1	0.1%	5.9%
N#CC/C(N)=N/NC(=O)CCCNc1ncc(C(F)(F)F)cc1Cl	5.8%	0.2%	1.1%	-7.8%	-4.2%	1.1	30	i	0.2	-1.6%	1.5%
CCOC(=O)CC(C#N)c1cn(C)c2ccccc12 (configuration not stated)	14.5%	-1.0%	-3.9%	-0.1%	8.5%	1.3	85	i	7.0	1.6%	1.9%
Cc1ccc2nc(NC(=O)c3cccc(-c4cc5ccccc5oc4=O)c3)sc2c1	x	8.8%	13.4%	-10.2%	21.5%	1.1	46	x	x	2.2%	-2.9%
O=C(COc1cc2oc(=O)c3c(c2cc1Cl)CCC3)NCc1ccncc1	-26.5%	-7.9%	-3.4%	-9.2%	1.6%	1.7	67	i	4.5	3.0%	11.5%
COc1ccc(CNC(=O)COC(=O)c2cc(-c3cccs3)nc3ccccc23)cc1OC	2.8%	-7.3%	5.6%	1.7%	4.4%	-0.9	78	i	0.8	-4.5%	3.5%
CSc1ccc(CN(C)CC(=O)NC(=O)NC(C)(C)C)cc1	8.1%	12.2%	0.6%	-1.5%	-9.2%	1.6	58	i	0.3	-1.4%	1.3%
CCOc1ccc(N/C=C/C(=O)c2ccc(OC)c(OC)c2)cc1	6.2%	-8.1%	0.8%	-0.8%	9.4%	0.0	65	i	0.8	1.9%	0.7%
O=C(Cc1ccccc1)NNC(=O)C1CCN(c2ncccn2)CC1	6.1%	-1.5%	-1.8%	-3.2%	4.2%	-0.4	50	i	0.4	0.2%	1.3%
COc1ccc(C(c2c(N)[nH]c(=S)[nH]c2=O)c2c(N)[nH]c(=S)[nH]c2=O)cc1	8.6%	-10.3%	-4.3%	0.5%	18.3%	1.9	60	i	0.2	8.7%	1.2%
COc1ccccc1CNS(=O)(=O)c1c(C(=O)N2CCCCC2)c(C)n(C)c1C	9.5%	-10.3%	9.7%	-8.9%	3.1%	0.8	72	i	4.8	-0.7%	-0.6%
CCN(CC)C(=S)Oc1c(Cl)cccc1Cl	7.5%	-0.4%	6.7%	-7.3%	3.7%	-0.4	58	i	0.8	-2.2%	1.8%
COc1ccc(/C=N/NC(=O)c2ccncc2)cc1[N+](=O)[O-]	12.6%	-5.9%	8.9%	-3.9%	9.5%	-0.5	87	i	0.0	0.9%	3.4%
O=c1[nH][nH]cc1C=Nc1cc(Cl)ccc1O	30.1µM*	2.8%	-9.5%	-2.8%	13.7%	0.9	78	i	3.3	2.2%	2.1%
O=C(Nc1ccc(F)cc1)C1CC2CCC1C2 (configuration not stated)	8.5%	-1.9%	3.1%	-9.7%	7.0%	-0.4	57	i	0.4	1.0%	0.4%
CC(C)CCNc1nc(N)c([N+](=O)[O-])c(NCC2CCCO2)n1 (configuration not stated)	10.3%	6.3%	-7.3%	3.9%	-3.8%	8.8	84	i	0.4	-1.6%	3.2%
CC(=O)Nc1cccc(Oc2ccc([N+](=O)[O-])cc2Cl)c1	-2.9%	6.2%	-0.3%	4.7%	2.6%	-0.9	79	i	0.8	0.3%	2.0%
O=C(O)C1C2C=CC(C2)C1C(=O)NCc1ccc2c(c1)OCO2 (configuration not stated)	9.7%	4.9%	7.0%	-2.6%	1.7%	-1.0	51	i	1.1	-0.5%	-0.3%

Entries of single compounds from above.
O=C(Cc1ccccc1)NNC(=O)C1CCN(c2ncccn2)CC1 is listed as MgcRacGAP inhibition: 6.1%; Salmonella PhoP GFP: -1.5%; GPR35 arrestin U2OS: -1.8%; LYP phosphatase: -3.2%; GPR55 LPI antagonism: 4.2%; NTR1 agonist: -0.4; NTR1 agonist cell count 20 µM: 50; Myeloid diff 2: i; Myeloid diff 2 GFP+ MAC1+ %: 0.4; HIV peptide binding: 0.2%; SIAH1 antagonists: 1.3%
CCN(CC)C(=S)Oc1c(Cl)cccc1Cl is listed as MgcRacGAP inhibition: 7.5%; Salmonella PhoP GFP: -0.4%; GPR35 arrestin U2OS: 6.7%; LYP phosphatase: -7.3%; GPR55 LPI antagonism: 3.7%; NTR1 agonist: -0.4; NTR1 agonist cell count 20 µM: 58; Myeloid diff 2: i; Myeloid diff 2 GFP+ MAC1+ %: 0.8; HIV peptide binding: -2.2%; SIAH1 antagonists: 1.8%

(more compounds)
SMILES	MgcRacGAP inhibition	Salmonella PhoP GFP	GPR35 arrestin U2OS	LYP phosphatase	GPR55 LPI antagonism	NTR1 agonist	NTR1 agonist cell count 20 µM	Myeloid diff 2	Myeloid diff 2 GFP+ MAC1+ %	HIV peptide binding	SIAH1 antagonists
CCOc1ccccc1C1C(C#N)=C(N)Nc2onc(-c3ccccc3)c21 (configuration not stated)	10.4%	1.6%	3.3%	-7.8%	36.8%	8.8	28	i	0.7	-2.3%	1.8%
C=CCn1cc(C(=O)OCC)c(=O)c2ccc(F)cc21	6.0%	-9.6%	-9.0%	-3.5%	-3.1%	1.3	40	i	0.3	-0.6%	3.9%
O=C(Cc1noc2ccccc12)NNC(=S)Nc1ccccc1	8.3%	-4.7%	5.5%	0.5%	5.1%	0.5	59	i	0.8	-2.2%	2.5%
COc1ccc(S(=O)(=O)N2CCC3(CC2)OCCN3S(=O)(=O)c2cccs2)cc1	6.5%	-2.6%	x	x	x	1.0	64	i	0.5	x	x
Fc1ccc(NC(=S)NCc2ccccc2Cl)cc1	3.6%	7.5%	2.3%	-9.2%	15.9%	0.2	43	i	0.7	2.4%	8.3%

Sorted by value in GPR35 arrestin U2OS (descending): some entries from above.
Molecule	MgcRacGAP inhibition	Salmonella PhoP GFP	GPR35 arrestin U2OS	LYP phosphatase	GPR55 LPI antagonism	Myeloid diff 2 GFP+ MAC1+ %	HIV peptide binding	SIAH1 antagonists
O=C(Cc1noc2ccccc12)NNC(=S)Nc1ccccc1	8.3%	-4.7%	5.5%	0.5%	5.1%	0.8	-2.2%	2.5%
CCOc1ccccc1C1C(C#N)=C(N)Nc2onc(-c3ccccc3)c21 (configuration not stated)	10.4%	1.6%	3.3%	-7.8%	36.8%	0.7	-2.3%	1.8%
Fc1ccc(NC(=S)NCc2ccccc2Cl)cc1	3.6%	7.5%	2.3%	-9.2%	15.9%	0.7	2.4%	8.3%
C=CCn1cc(C(=O)OCC)c(=O)c2ccc(F)cc21	6.0%	-9.6%	-9.0%	-3.5%	-3.1%	0.3	-0.6%	3.9%

Compounds as they come; 2.4% or so of the library scored in one or more.
